Nrf2 activator – activates Nrf2 signaling. AREc32 ARE-luciferase reporter (MCF7-derived line), luminescence, 24 h. Potency, µM (doses to about 46.1 µM), for inactives: at the highest dose activation, most hits filed as activators. 0.31% of 410,000 active; also: potency is read from the fitted curve at half-maximal effect; % of control where 0% means no effect; nearly all actives have a fitted effect of over 65% in size
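Cells of the AREc32 ARE-luciferase line are plated in OPTI-MEM containing 5% FBS and left overnight at 37 deg C. Compounds are pinned in, incubation continues 24 hr, and firefly luciferase signal is then measured.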
TGFb SMAD3 inh – blocks TGF-b signaling. Potency, µM (highest dose often 46.1 µM), for the others: at the highest dose activity, negative = inhibition, most hits filed as inhibitors. 1.2% of 410,000 active. AID 588855. HepG2 CAGA-GFP TGF-b/SMAD3 reporter, GFP fluorescence, 18 h; TGF-beta stimulated, 500 pg/mL final; also: potency is read from the fitted curve at half-maximal effect; % is scaled to controls: 0 for no effect and ±100 for the full control effect; nearly all actives have a fitted effect of over 65% in size
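HEPG2 CAGA-GFP cells (1000/well, DMEM with 1% FBS) were pre-incubated 2 h at 37 degrees C, given compound by pin tool, then stimulated with TGF-beta at 500 pg/mL final for 18 h before per-cell GFP fluorescence imaging.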
EPAC2 agonist – agonists of human EPAC2 (RAPGEF4); 0.079% of 360,000 active; Q8WZA2; EPAC2 activation, biochemical qHTS; response scale: 100% = 6.5 mM cAMP response; Potency, µM (series often up to 154 µM), for inactives: at the top dose activation, hits mostly activators; also: potency is read from the fitted curve at half-maximal effect; nearly all actives have a fitted effect of over 50% in size
Target sequence (Q8WZA2 whole entry, looked up): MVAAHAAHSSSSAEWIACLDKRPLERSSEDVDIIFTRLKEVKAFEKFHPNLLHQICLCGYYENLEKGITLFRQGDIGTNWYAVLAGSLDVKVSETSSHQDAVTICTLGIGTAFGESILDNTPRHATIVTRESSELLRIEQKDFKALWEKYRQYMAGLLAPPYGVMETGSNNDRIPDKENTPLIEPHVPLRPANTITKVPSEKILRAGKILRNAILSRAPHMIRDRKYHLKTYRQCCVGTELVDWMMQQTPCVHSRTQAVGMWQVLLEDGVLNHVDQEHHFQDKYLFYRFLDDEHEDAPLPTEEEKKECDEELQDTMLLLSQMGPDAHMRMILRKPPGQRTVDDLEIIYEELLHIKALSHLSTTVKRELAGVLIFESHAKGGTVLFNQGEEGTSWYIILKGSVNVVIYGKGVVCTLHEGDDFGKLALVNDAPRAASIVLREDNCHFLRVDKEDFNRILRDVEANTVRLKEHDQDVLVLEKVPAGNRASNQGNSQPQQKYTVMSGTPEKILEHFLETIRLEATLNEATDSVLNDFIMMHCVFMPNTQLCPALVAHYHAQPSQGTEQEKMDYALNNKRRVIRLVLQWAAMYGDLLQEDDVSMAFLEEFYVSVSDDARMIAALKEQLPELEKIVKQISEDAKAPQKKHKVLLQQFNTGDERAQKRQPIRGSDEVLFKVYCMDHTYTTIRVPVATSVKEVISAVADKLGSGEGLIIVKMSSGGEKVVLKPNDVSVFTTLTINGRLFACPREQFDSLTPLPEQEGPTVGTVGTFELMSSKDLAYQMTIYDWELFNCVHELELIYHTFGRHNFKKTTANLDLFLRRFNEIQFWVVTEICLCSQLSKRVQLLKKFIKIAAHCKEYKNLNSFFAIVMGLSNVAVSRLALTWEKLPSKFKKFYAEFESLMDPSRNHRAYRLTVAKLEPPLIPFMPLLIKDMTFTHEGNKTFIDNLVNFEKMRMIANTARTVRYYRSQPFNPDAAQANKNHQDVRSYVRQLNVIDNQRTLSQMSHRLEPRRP
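In this primary screen, activation is scored as increased exchange of BODIPY-GDP from Rap1B by 100 nM EPAC2, with 50 uM GDP as competitor. Signal is normalized to the 6.5 mM cAMP agonist control.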
MmCpn inh – inhibitors of Methanococcus maripaludis chaperonin (MmCpn). purified Mm-Cpn ATPase, ADP Transcreener TR-FRET. Potency, µM (top dose mostly 76.9 µM), without a hit: at the top dose activity, negative = inhibition, usual class: inhibitors. 0.031% of 330,000 active. AID 504842; also: potency is read from the fitted curve at half-maximal effect; % is scaled to controls: 0 for no effect and ±100 for the full control effect; nearly all actives have a fitted effect of over 80% in size
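ATP (10 uM final) was added to archaeal chaperonin (25 nM final) after 10 min exposure to test compound at 37°C; after 30 min further incubation, ADP was detected by competitive TR-FRET.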
EPAC2 antag – blocks human EPAC2 exchange factor; Q8WZA2; EPAC2 GEF exchange of Rap1B-BODIPY-GDP, fluorescence; Potency, µM (titrated, usually from 114 µM), without a hit: at the highest dose activity, negative = inhibition, actives largely listed as inhibitors; 0.18% of 360,000 active; also: potency is read from the fitted curve at half-maximal effect; % is scaled to controls: 0 for no effect and ±100 for the full control effect; nearly all actives have a fitted effect of over 45% in size; many of its hits are not listed in these tables
CCT modulator – cytosolic chaperonin activity modulation; purified chaperonin ATPase assay, HTRF ADP detection, 30 min; activity change, % (test concentration not listed), hits read low; 0.3% of 360,000 active; AID 651819; in the data active = activity change below about -30%; also: % is scaled to controls: 0 for no effect and ±100 for the full control effect
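Enzyme 40 or 20 nM (batch-dependent) in Tris pH 7.4/KCl/MgCl2/DTT; cpd 76 uM single point; ATP 10 uM; 30 min 37 °C; Transcreener ADP HTRF detection, 30 min RT; ratio 665/615.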
Nrf2 block – inhibitors of Nrf2 signaling; A549 ARE-Fluc reporter, luciferase luminescence, 18-24 h; Potency, µM (top dose mostly 46 µM), without a hit: at the highest dose activity change, negative = inhibition, actives largely listed as inhibitors; 2.1% of 360,000 active; also: potency is read from the fitted curve at half-maximal effect; % is scaled to controls: 0 for no effect and ±100 for the full control effect; nearly all actives have a fitted effect of over 60% in size
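A549 ARE_Fluc cells (5000/well, 5% FBS OPTI-MEM) pre-incubated 2 h, then treated with compounds 18-24 h at 37C/5% CO2 in concentration-response. CellTiter-Fluor viability read first; BugLite luciferase luminescence after 15 min at room temperature gives Nrf2 activity.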
A549 viability – A549 cytotoxicity, counter-screen for Nrf2 inhibitors | A549 ARE-Fluc cells, CellTiter-Fluor viability, 18-24 h | Potency, µM (series often up to 46 µM), without a hit: at the top dose activity change, negative = cytotoxicity, most hits filed as inhibitors | 0.16% of 390,000 active | AID 504648; also: potency is read from the fitted curve at half-maximal effect; % is scaled to controls: 0 for no effect and ±100 for the full control effect
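A549 ARE_Fluc cells in 5% FBS OPTI-MEM were exposed to compounds in concentration-response for 18-24 h at 37 deg C. Viability was read by CellTiter-Fluor fluorescence (Ex 405/Em 525) after 30 min, before the luciferase read.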
pAkt inh – blocks phosphorylation of Akt. activity change, % for hits at 50 µM. AID 651550. 0.32% of 360,000 active. Neuro2A IGF-stimulated pAkt S473 HTRF, 20 min; hits give low values; in the data active = activity change below about -80%; inconclusive = mostly about -51% to -80%; also: % is scaled to controls: 0 for no effect and ±100 for the full control effect
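Single-point screen (50 µM final compound) in Neuro2A cells stimulated 20 min with 6 nM IGF at 37 deg C. After lysis, Ser473-phosphorylated Akt read by HTRF (ex 330 nm, em 615/665 nm) as the 665/615 ratio.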
* = called active by the depositor; i = inactive; u = inconclusive; x = not tested or not shown; & = joins results of further samples; [ ] = remark or other dose. Unless noted, calls follow the shape of the dose curve; as a rule, active = well fitted curve in the direction sought with a large enough effect; inconclusive = small, poorly fitted or top-dose-only effect, or another doubt; inactive = no such curve, though single readings can be large; an effect the other way counts as inactive or inconclusive.

SMILES	Nrf2 activator	TGFb SMAD3 inh	EPAC2 agonist	MmCpn inh	EPAC2 antag	CCT modulator	Nrf2 block	A549 viability	pAkt inh
Cn1cc(S(=O)(=O)NCc2ccc(F)cc2)c(=O)n(C)c1=O	-0.3%	-4%	12%	2%	8%	-1.4	u	10%	i
Cc1c(OC(C)C(=O)NCCN2CCOCC2)ccc2c3c(c(=O)oc12)CCC3 (centres undefined)	3.2%	16%	-2%	1%	9%	-1.4	-18%	1%	i
O=C(NCCc1ccccn1)c1ccc(OC2CCN(Cc3ccccn3)CC2)cc1	0.2%	-7%	5%	-2%	-1%	-2.4	8%	-2%	i
COc1cc(NS(=O)(=O)c2ccc(Nc3nc(-c4ccccc4)cs3)cc2)nc(OC)n1	-0.2%	u	-1%	2%	-6%	0.2	-3%	-1%	i
C=CCNC(=O)CCc1nnc(C2(c3ccc(Cl)cc3)CCC2)o1	9.6%	1%	18%	3%	1%[57.1 µM]	-3.0	u	4%	i
C[C@@H](NC(=O)C(=O)c1c[nH]c2ccccc12)c1ccccc1	-1.5%	3%	-2%	x	-7%	-4.2	6%	2%	i
CCN(CC)c1ccc(C(=O)N/N=C(\C)c2ccc(O)cc2)cc1	-0.2%	-20%	-8%	-1%	1%	-1.0	10%	1%	i
Cc1ccc(-n2nc(C)c3c2C(Br)C(C)(C)CC3=O)nc1 (centres undefined)	12%	u	6%	x	u	-0.8	7.3µM*	-14%	i
Cc1cnc(NC(=O)c2cc(-c3ccccc3)nn2-c2ccccc2)s1	-0.1%	1%	6%	x	3%	-0.3	u	0%	i
COc1ccc2nc3oc(C(=O)N4CCN(c5cccc(C(F)(F)F)c5)CC4)cc3cc2c1	-0.6%	8%	-4%	0%	-2%	-2.0	-5%	-11%	i
CCc1ccc(OCC(=O)N/N=C/c2ccc(OS(=O)(=O)c3ccc(C)cc3)c(OC)c2)cc1	0.1%	-2%	7%	0%	3%	-0.1	6%	0%	i
CCOC(=O)c1ccc2c(c1)n(CC)c(/C=C/Nc1ccccc1)[n+]2CC	-0.3%	9%	5%	2%	17%	0.8	25%	-12%	i
C=CCNc1nc(NCCN2CCOCC2)nc(OC)n1	0.1%	-3%	-2%	0%	-1%	-5.1	-3%	0%	i
CCOc1ccc(NC(=O)CN2CCN(c3ccccc3C)CC2)cc1S(=O)(=O)N1CCCC1	-0.1%	0%	-3%	u	-2%	-5.4	-18%	-1%	i
CCOC(=O)c1[nH]c(C)c(C(=O)OCC(=O)NCc2ccc(Cl)cc2)c1C	-0.4%	6%	3%	-4%	1%	-7.0	0%	-6%	i
O=c1[nH]c(N2CCOCC2)nc2ncn(Cc3ccccc3)c12	0.2%	0%	8%	0%	4%	0.4	-16%	-15%	i
CCCCn1c(-c2sccc2C)n[nH]c1=S	-0.1%	-1%	8%	-15%	-5%	-0.3	-23%	3%	i
O=C(N/N=C/c1ccc(O)c(O)c1O)/C(=C/c1ccc([N+](=O)[O-])cc1)NC(=O)c1ccccc1	1.7%	-24%	7%	1%	-7%	2.8	u	u	i
CC(C)(C)NC(=O)COc1ccc(CNCCc2ccccc2)cc1	-0.8%	-5%	2%	2%	15%	-2.0	23%	-3%	i
CSc1nsc(SCC(=O)Nc2ccc(O)c(C(=O)O)c2)n1	2.1%	-9%	-1%	1%	-1%	-0.8	2%	2%	i
CC(=O)Nc1ccc(S(=O)(=O)Nc2ccccc2C(=O)NCc2cccnc2)cc1	-0.2%	-12%	-2%	0%	1%	0.2	0%	-1%	i
COc1cccc(CNC(=O)C2CCN(S(=O)(=O)c3c(C)nn(C)c3C)CC2)c1	-1.0%	-1%	5%	1%	-7%	1.6	-1%	-5%	i
CC1CCN(C(=O)COc2ncnc3ccccc23)CC1	-0.3%	-2%	-1%	0%	0%	-0.7	24%	1%	i
O=C(C1CCC(=O)N(C2CCCCCC2)C1)N1CCN(c2ccccc2Cl)CC1 (centres undefined)	6.5%	7.1µM*	4%	-4%	-12%	0.0	-1%	1%	i
O=C(CC1CCCC1)OCn1nnc2ccccc2c1=O	-0.5%	18%	4%	0%	2%	-1.0	7%	3%	i
O=C(CC1C(=O)NCCN1Cc1ccccc1C(F)(F)F)NCCc1ccccn1 (centres undefined)	-0.7%	-5%	7%	1%	5%	-2.6	16%	17%	i
Cc1cc(NC(=O)CSc2nnc(C)c(=O)[nH]2)no1	-1.1%	3%	5%	-4%	-6%	0.6	18%	0%	i
CCO/C=C1\C(=O)N(c2ccccc2)C(=O)c2ccccc21	-0.8%	6%	7%	0%	-3%	-2.9	-1%	0%	i
O=C1C(=O)N(Cc2ccccc2)C(=O)N1CCOc1ccccc1	2.7%	-14%	16%	1%	-15%	-3.8	u	2%	i
O=C(O)c1cc(N/N=C/c2ccc(-c3ccc(F)cc3)o2)ccc1Cl	4.8%	11%	10%	-6%	-16%	-0.7	u	-6%	i
CCN1CCCC1CNC(=O)c1ccc2c(c1)N(Cc1ccccc1F)C(=O)c1ccccc1S2(=O)=O (centres undefined)	-0.4%	-3%	4%	-6%	4%	-2.5	7%	0%	i
CCc1ccccc1NC(=O)c1ccc2c(c1)CCN2S(C)(=O)=O	4.4%&3.2%	u	4%	1%	1%	-1.6	2%&9%	-14%&1%	i
NS(=O)(=O)c1cccc(NC(=O)CSc2nc3ccccc3c(=O)n2Cc2ccco2)c1	8.1%	3%	8%	-6%	-15%	-0.3	u	u	i
CCCCn1c(NS(=O)(=O)c2ccc(C)cc2)c(S(=O)(=O)c2ccccc2)c2nc3ccccc3nc21	0.0%	u	-22%	-6%	-1%	-1.0	-13%	-1%	i
C=CCN(Cc1cccc(OC)c1OC)C(=O)Oc1ccccc1	-0.7%	5%	5%	-1%	-14%	-0.5	-13%	-1%	i
COC(=O)c1cc(-c2ccc(Cl)cc2)n[nH]1	1.2%	21%	14%	-3%	-12%[57.1 µM]	-0.7	4%	-1%	i
Cc1cccc(CSCCNC(=O)CSCc2ccc([N+](=O)[O-])cc2)c1	-0.6%	u	8%	2%	-8%	-10	-18%	-3%	i
COc1ccc(C(O)C(CN2CCOCC2)c2ccccc2)cc1 (centres undefined)	-1.0%	-1%	5%	-1%	5%	-1.0	5%	-6%	i
COc1ccc(C(=O)NC(C)CCc2ccccc2)c(OC)c1 (centres undefined)	0.3%	-2%	12%	u	-13%	-0.5	-15%	-13%	i
CCOC(=O)C1CCN(Cc2ccc3ccccc3c2)CC1	0.1%	4%	7%	-1%	-9%	-2.1	-24%	-2%	i
CC(C)[C@H](NC(=O)C1CCN(S(=O)(=O)c2ccc(F)cc2)CC1)C(=O)NCc1ccco1	-0.1%	12%	-4%	1%	6%	-1.6	-3%	-3%	i
CC(C)(C)c1csc(NC(=O)C2=COCCO2)n1	2.1%	-8%	10%	2%	-6%	0.6	u	9%	i
Cc1cccc(NC(=S)NCC(c2ccccc2)N(C)C)c1 (centres undefined)	-0.6%	-10%	4%	-11%	-1%	-3.2	7%	-1%	i
CNc1ccc(/C=C(\CCC(=O)O)c2nc3ccccc3s2)cc1[N+](=O)[O-]	3.7%	-1%	5%	-3%	-7%	-1.3	1%	0%	i
COc1ccc(-n2c(-c3ccccc3)c[n+]3c2CCC3)cc1	0.4%	5%	7%	0%	13%	1.1	9.2µM*	-12%	i
O=C(NC1CCCC1)C1CC1c1ccccc1 (centres undefined)	-0.9%	5%	4%	1%	3%	1.0	5%	15%	i
CCc1ccccc1NC(=O)CSc1nnc([C@@H](N)Cc2ccccc2)o1	-0.6%	28%	0%	-5%	0%	-2.1	7%	-11%	i
CCOc1cc(NC(=O)C2CC2)c(OCC)cc1NC(=O)c1cccc(F)c1	2.6%	2%	-2%	-2%	-1%	-1.2	1%	1%	i
OC(COc1ccc(Cl)cc1)CN1C2=NCCCN2c2ccccc21 (centres undefined)	0.2%	42%[activator]	-10%	-1%	-1%	-2.8	x	2%	i
COc1ccc(C2Nc3cccc(O)c3C(=O)N2Cc2ccccc2)cc1COc1ccc(NC(C)=O)cc1 (centres undefined)	3.7%	-5%	9%	x	1%	x	x	x	x

Next entries follow.
SMILES	Nrf2 activator	TGFb SMAD3 inh	EPAC2 agonist	MmCpn inh	EPAC2 antag	CCT modulator	Nrf2 block	A549 viability	pAkt inh
COC(=O)c1ccccc1NC(=O)c1ccc2c(c1)CCN2S(=O)(=O)c1ccc(Cl)cc1	-1.0%	-1%	x	x	x	x	-18%	-1%	x
Cn1ccsc1=NC(=O)c1ccc(Cl)c([N+](=O)[O-])c1	5.1%	6%	-6%	0%	-6%	0.6	0%	-3%	i
Cc1cccc(-c2c(NC(=O)c3ccco3)oc3c(C)cccc3c2=O)c1	11%	2%	-2%	0%	-4%	-1.3	u	u	i
COc1cccc(C(=O)NCCN2CCC(n3c(=O)[nH]c4ccccc43)CC2)c1	-0.5%	x	2%	x	-17%	-2.4	x	x	i
COc1cccc(N=Nc2c(N)[nH][nH]c2=O)c1	2.6%	-3%	-3%	-7%	0%	-0.6	-2%	-21%	i

Laid out differently: entries from further up.
| mol | Nrf2 activator | TGFb SMAD3 inh | EPAC2 agonist | MmCpn inh | EPAC2 antag | CCT modulator | Nrf2 block | A549 viability | pAkt inh |
| --- | --- | --- | --- | --- | --- | --- | --- | --- | --- |
| Cn1ccsc1=NC(=O)c1ccc(Cl)c([N+](=O)[O-])c1 | 5.1% | 6% | -6% | 0% | -6% | 0.6 | 0% | -3% | i |
| COc1cccc(C(=O)NCCN2CCC(n3c(=O)[nH]c4ccccc43)CC2)c1 | -0.5% | x | 2% | x | -17% | -2.4 | x | x | i |
| Cc1cccc(-c2c(NC(=O)c3ccco3)oc3c(C)cccc3c2=O)c1 | 11% | 2% | -2% | 0% | -4% | -1.3 | u | u | i |
| COc1cccc(N=Nc2c(N)[nH][nH]c2=O)c1 | 2.6% | -3% | -3% | -7% | 0% | -0.6 | -2% | -21% | i |

Assay outcomes deposited in PubChem by National Center for Advancing Translational Sciences (NCATS).

Only part of the results is shown, so the mix of outcomes need not match the whole.
